Screening results from PubChem BioAssay.
HTT ATP protect = qHTS Multiplex Assay to Identify Dual Action Probes in a Cell Model of Huntington: Cytoprotection (ATP) | PC12 HTT-Q103 induced, cytoprotection, ATP luminescence, 40 h | Potency, µM (doses to about 56.4 µM), for inactives: cytoprotection (ATP increase), actives largely listed as activators | hit rate 0.14% among 230,000;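 further: % of control where 0% means no effect; nearly all actives have a fitted effect of over 45% in size; toxic huntingtin expression switched on by the ecdysone agonist tebufenozide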
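Stable PC12 Q103-GFP cells in serum-supplemented, phenol red-free DMEM; induction by tebufenozide at 100 nM final; compound dose series; cell viability quantified luminescently from ATP.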
Tau FP inhib = qHTS for Inhibitors of Tau Fibril Formation, Fluorescence Polarization; Microtubule-associated protein tau (Homo sapiens), P10636; K18 P301L tau heparin fibrillization, Alexa594 FP, 6 h; Potency, µM (doses to about 57.7 µM), inactives show at the highest dose activity, negative = inhibition, usual class: inhibitors; hit rate 0.39% among 280,000; further: on the % scale 0 is the no-effect control and ±100 the full control effect; nearly all actives have a fitted effect of over 55% in size
Target sequence (P10636 561-689 P618L limits assumed): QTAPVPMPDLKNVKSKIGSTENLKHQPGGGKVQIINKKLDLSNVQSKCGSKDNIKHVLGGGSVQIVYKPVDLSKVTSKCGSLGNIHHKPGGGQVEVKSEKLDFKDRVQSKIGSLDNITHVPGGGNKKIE
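K18 P301L tau (15 uM unlabeled/0.24 uM Alexa 594-labeled, final) + compound + heparin 20 uM final; 100 mM NaOAc pH 7; 6 hr 37 C; ThT 30 uM final added, 1 hr RT; FP ex 555/em 632 nm.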
aGal spleen mod = qHTS Assay for Inhibitors and Activators of Human alpha-Galactosidase From Spleen Homogenate; Alpha-galactosidase A (Homo sapiens), P06280; human spleen homogenate, 4MU-alpha-Gal fluorescence, 40 min; Potency, µM (series often up to 80 µM), without a hit: at the highest dose activity change, negative = inhibition, hits mostly inhibitors; hit rate 0.008% among 240,000; AID 2107, 2009;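 further: 0% = enzyme with vehicle and -100% = no enzyme basal signal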
Target sequence (P06280 32-429 limits assumed): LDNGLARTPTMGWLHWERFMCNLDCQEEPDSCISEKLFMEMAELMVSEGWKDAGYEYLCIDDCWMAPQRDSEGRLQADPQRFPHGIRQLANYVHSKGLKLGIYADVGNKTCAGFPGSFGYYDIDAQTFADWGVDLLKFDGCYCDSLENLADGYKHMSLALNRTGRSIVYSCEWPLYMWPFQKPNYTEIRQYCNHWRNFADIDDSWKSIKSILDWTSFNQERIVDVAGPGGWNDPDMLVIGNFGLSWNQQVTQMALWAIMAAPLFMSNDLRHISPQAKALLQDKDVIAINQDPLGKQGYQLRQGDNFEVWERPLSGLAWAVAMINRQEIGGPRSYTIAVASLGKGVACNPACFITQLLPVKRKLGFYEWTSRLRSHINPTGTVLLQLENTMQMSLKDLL
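Spleen homogenate 1 ug + cpd (titration) + 4-MU-alpha-D-galactopyranoside 1 mM; 37C 40 min; 50 mM citrate/phosphate pH 5.0, 0.01% Tween-20; stop pH 10; fluorescence 365/440; AC50 via Hill.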
GAA spleen mod = qHTS Assay for Inhibitors and Activators of Human alpha-Glucosidase From Spleen Homogenate | Lysosomal alpha-glucosidase (Homo sapiens), P10253 | human spleen homogenate, 4-MU-alpha-glucoside fluorescence | Potency, µM (highest dose often 79.9 µM), for inactives: at the highest dose activity change, negative = inhibition, actives largely listed as inhibitors | hit rate 0.006% among 240,000 | AID 2112, 2009;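 further: 0% = enzyme with vehicle and -100% = no enzyme basal signal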
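Human spleen homogenate (1 ug) incubated with compounds and 1 mM 4-methylumbelliferyl-alpha-D-glucopyranoside in pH 5.0 citrate/phosphate buffer, 37 C, 40 min. Stopped at pH 10; 4-MU fluorescence (Ex 365/Em 440 nm); AC50 by Hill fit.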
Tau fluor counter = Counterscreen qHTS for Inhibitors of Tau Fibril Formation, Fluorescence Polarization; Potency, µM (highest dose often 57.7 µM), for inactives: at the highest dose activity change, negative = decrease; tau K18 P301L Alexa594 fluorescence, heparin fibrillization; hit rate 0.93% among 280,000; further: on the % scale 0 is the no-effect control and ±100 the full control effect; nearly all actives have a fitted effect of over 55% in size
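Human K18 P301L tau (15 uM unlabeled plus 0.24 uM Alexa 594-labeled, final) in 100 mM sodium acetate pH 7 was mixed with compound and 20 uM heparin and incubated 6 hr at 37 C.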
Tau fibril ThT = qHTS for Inhibitors of Tau Fibril Formation, Thioflavin T Binding; hit rate 2.1% among 270,000; Potency, µM (doses to about 57.4 µM), for inactives: top-dose activity, negative = inhibition, hits mostly inhibitors; recombinant tau K18 P301L (four-repeat tau fragment), heparin-induced fibrillization, ThT fluorescence; AID 1460, 2008; further: on the % scale 0 is the no-effect control and ±100 the full control effect; nearly all actives have a fitted effect of over 55% in size
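Aggregation was driven by heparin (20 uM final) acting on recombinant tau […] bearing P301L in 100 mM sodium acetate pH 7; fibrils were detected with Thioflavin T.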
GAA inhib = qHTS Assay for Inhibitors of Human alpha-Glucosidase as a Potential Chaperone Treatment of Pompe Disease. Lysosomal alpha-glucosidase (Homo sapiens), P10253. purified human GAA, 4-MU-alpha-glucoside fluorescence. Potency, µM (highest dose often 76.9 µM), for the others: at the highest dose activity change, negative = inhibition, actives largely listed as inhibitors. hit rate 0.005% among 200,000. AID 1466, 2008;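 further: plate controls were uninhibited enzyme wells for no effect and no-enzyme background for full effect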
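Read-out is 4-methylumbelliferone fluorescence (Ex 365/Em 440 nm) after NaOH/glycine stop at pH 10. Enzyme 4 nM, substrate 400 uM, pH 5.0 citrate buffer, 20 min room temperature; AC50 from Hill-equation concentration-response.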
GAA glycogen = qHTS Assay for Inhibitors and Activators of Human alpha-Glucosidase Cleavage of Glycogen. Potency, µM (doses to about 76.4 µM), for inactives: at the highest dose activity change, negative = inhibition, usual class: inhibitors. hit rate 0.38% among 300,000. Lysosomal alpha-glucosidase (Homo sapiens), P10253. recombinant GAA, glycogen substrate, Amplex Red glucose oxidase fluorescence;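 further: 0% = full enzyme reaction and -100% = no-enzyme basal signal; the screen sought inhibitors and activators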
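Recombinant human alpha-glucosidase (4 nM final) hydrolysed bovine liver glycogen (30 ug) for 40 min at 37 C in pH 5.0 citrate/phosphate with 0.01% Tween-20. Released glucose detected by glucose oxidase/Amplex Red, Ex 573/Em 610 nm. Compounds up to 77 uM; AC50 from Hill fits.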
Active calls of the source: *; ? = inconclusive; . = not tested or not shown; [ ] = dose if it differs, or a comment. The call rests on the fitted dose curve; in most records, active means well fitted curve in the direction sought with a large enough effect; inconclusive means small, poorly fitted or top-dose-only effect, or another doubt; inactive means no such curve, though single readings can be large; an effect the other way counts as inactive or inconclusive. Potency means the concentration at half of the fitted maximal effect.

SMILES	HTT ATP protect	Tau FP inhib	aGal spleen mod	GAA spleen mod	Tau fluor counter	Tau fibril ThT	GAA inhib	GAA glycogen
CC(=O)Oc1ccc2c(c1)Oc1cc(OC(C)=O)ccc1C21OC(=O)c2ccccc21	14%[10 µM]	-18%	-2%	0%	-16%	?	-14%	-5%
CCN(Cc1cc2ccccc2[nH]c1=O)S(=O)(=O)c1ccccc1	-1%[10 µM]	-6%	1%	2%	-10%	-11%	5%	0%
O=C(/C=C/c1ccc(Cl)cc1)Nc1nc(-c2cccs2)ns1	.	?	.	.	-14%	7%	.	10%[76.3 µM]
O=C(CCCn1c(SCC(=O)c2ccc(F)cc2)nc2ccccc2c1=O)NCc1ccccc1	-28%	-4%	-6%	-4%	3%	-2%	0%	6%
COCCCN1C(=O)c2ccc(C(=O)Nc3ccc(OC)cc3OC)cc2C1=O	-15%[0.074 µM]	-6%	1%	-4%	-4%	-12%	-6%	7%
O=C(COCc1cc(-c2ccc3c(c2)OCO3)on1)NCc1ccccc1Cl	.	6%	.	.	-19%	?	.	3%[76.3 µM]
COc1cc(CC(=O)Nc2nc(C)cs2)cc(OC)c1OC	14%[10 µM]	0%	6%	7%	4%	6%	-9%	4%
O=S(=O)(c1ccccc1)c1nc(-c2cccs2)oc1SCc1ccc(F)cc1	.	?	.	.	?	-17%	.	10%[76.3 µM]
CCOC(=O)c1cnn(-c2nc(-c3ccccc3)nc3c2COC(C)(C)C3)c1N	10%	-9%	-6%	-3%	1%	15%	-2%	-9%
COc1cc(C2CC(=O)Nc3c2c(=O)[nH]c2nc4ccccc4n32)ccc1O (stereo unspecified)	.	-15%	.	.	-10%	0%	.	?
O=C(N1CCCCC1)N1CCN(c2ccc(Cl)cc2)CC1	-4%[10 µM]	-7%	5%	1%	-10%	-23%	-1%	-8%
COc1ccc(C2C(C(=O)Nc3ccccc3)=C(C)Nc3nc(-c4ccc(Cl)cc4)nn32)cc1 (stereo unspecified)	.	-16%	.	.	?	-9%	.	-1%[76.3 µM]
CCCCSC(=S)NC1CCS(=O)(=O)C1 (stereo unspecified)	25%[10 µM]	-6%	-16%	1%	5%	-6%	-9%	2%
Cc1ccc(N2C(=O)NC(NC(=O)c3ccc(Cl)cc3)(C(F)(F)F)C2=O)cc1 (stereo unspecified)	.	2%	-3%	-9%	-13%	-3%	-15%	4%
CCCn1c2ccccc2c2cnn(CC(=O)NCCc3ccc(OCC)cc3)c(=O)c21	.	1%	.	.	1%	8%	.	-2%[76.3 µM]
CN1CC(=O)N(CC(=O)Nc2ccc3c(c2)CCC3)C1=O	-6%	-10%	3%	0%	-9%	-10%	-2%	-4%
COc1ccc(OC)c(-n2c(=S)[nH]c3c(sc(=S)n3-c3ccccc3C)c2=O)c1	-24%	-14%	-5%	-6%	-14%	?	-5%	-5%
CCc1ccccc1NC(=O)CSCc1cnn(-c2ccccc2)c1-n1cccc1	.	-7%	.	.	?	?	.	-6%[76.3 µM]
CCn1cc(C(=O)N2CCN(c3ccccc3F)CC2)c(=O)c2ccc(C)nc21	-9%[10 µM]	0%	8%	1%	17%	14%	.	-2%
O=C(Nc1ccccc1)[C@@H]1[C@@H]2C(=O)N(c3ccc(F)cc3)C(=O)[C@@H]2[C@H]2C=CC=NN21	27%[10 µM]	-1%	-6%	-5%	-9%	?	-1%[15.4 µM]	-10%
Cc1nc(NC(=O)c2ccccc2)sc1-c1csc(NCc2ccco2)n1	-5%[10 µM]	4%	-3%	0%	?	?	?	-13%
Cc1[nH]ccc(=O)c1OC1OC(CO)C(O)C(O)C1O (stereo unspecified)	.	7%	-2%	-13%	-4%	3%	-2%	4%
COc1ccccc1OCc1ccc(C(=O)OCC2CCCO2)o1 (stereo unspecified)	-6%[10 µM]	2%	-2%	-3%	-6%	?	1%	1%
CCOc1ccc(-n2c(N)c(-c3nc4ccccc4n3C)c3nc4ccccc4nc32)cc1	-7%[10 µM]	?	-6%	-2%	-29%	?	-1%	18%
COc1cc(C(=O)c2nccc3cc(OC)c(OC)cc23)c([N+](=O)[O-])cc1OC	.	-1%	-4%	0%	-25%	-13%	2%	-5%

Compound profiles, from the list above:
Listed for O=S(=O)(c1ccccc1)c1nc(-c2cccs2)oc1SCc1ccc(F)cc1 = HTT ATP protect = .; Tau FP inhib = ?; aGal spleen mod = .; GAA spleen mod = .; Tau fluor counter = ?; Tau fibril ThT = -17%; GAA inhib = .; GAA glycogen = 10%[76.3 µM]
Listed for COc1ccc(OC)c(-n2c(=S)[nH]c3c(sc(=S)n3-c3ccccc3C)c2=O)c1 = HTT ATP protect = -24%; Tau FP inhib = -14%; aGal spleen mod = -5%; GAA spleen mod = -6%; Tau fluor counter = -14%; Tau fibril ThT = ?; GAA inhib = -5%; GAA glycogen = -5%

Next part.
SMILES	HTT ATP protect	Tau FP inhib	aGal spleen mod	GAA spleen mod	Tau fluor counter	Tau fibril ThT	GAA inhib	GAA glycogen
CCn1c(=N)c(C(=O)NCc2ccccc2)cc2c(=O)n3cccc(C)c3nc21	.	-3%	.	.	-5%	-5%	.	-15%[76.3 µM]
CCSC1=N/C(=C\c2ccccc2)C(=O)N1c1ccc(OC)cc1	-30%	?	2%	1%	-21%	-8%	13%	9%
COc1ccc(CC(=O)NCc2ccc3c(c2)cc(C)n3C)cc1	.	9%	-5%	-5%	-1%	0%	4%	21%
COc1cccc(OC)c1C(=O)Nc1ccc(CN2CCCCC2)cc1	12%	10%	2%	-8%	0%	-1%	-8%	5%
CCOc1ccc(Cn2c(=O)sc3ccccc32)cc1OC	2%[10 µM]	1%	?	-2%	-12%	.	.	0%
CCc1cc2cccc(C)c2nc1SCC(=O)Nc1cc(C)on1	-10%[10 µM]	-16%	-3%	1%	-19%	-11%	-14%	1%
Cc1ccc(/C=C2\NC(=S)NC2=O)cc1[N+](=O)[O-]	.	0%	-4%	7%	-10%	?	5%	-11%
COc1cccc([C@@H]2Oc3ccc(Br)cc3C(=O)[C@H]2OC(=O)NS(=O)(=O)c2ccc(C)cc2)c1	-37%[inhibitor]	8%	-6%	-7%	-7%	-6%	.	.
Cn1c(CC(=O)Nc2ccc(Cl)c(Cl)c2)nnc1SCC(=O)N1CCN(c2ccccc2)CC1	-36%	1%	-1%	-2%	?	-21%	-13%	2%
COc1ccc(OC)c(C(C)NC(=O)c2ccco2)c1 (stereo unspecified)	-16%[10 µM]	-2%	8%	6%	-6%	-8%	-2%	2%
COc1ccc(C(=O)CSc2nc3ccccc3n2CC(=O)c2ccccc2)cc1	-10%	-5%	-11%	2%	?	?	-1%	-10%
COCCN(C(=O)C(C)C)c1nnc(-c2cccc(C)c2)s1	-15%[10 µM]	6%	4%	0%	4%	0%	-13%	-1%
O=C(Nc1ccc2oc(-c3cccnc3)nc2c1)c1ccc(Br)o1	-9%	-6%	-3%	-3%	-13%	?	1%	1%
C=CCOc1ccc2nnc(C)n2n1	.	0%	-2%	0%	10%	8%	2%	-4%
CC(=O)C1=C(O)CC(C)(C)CC1=NCCc1nc2ccccc2[nH]1	-12%	?	-2%	2%	5%	5%	5%	-9%
CC(=O)ON1C(C)(C)Cc2noc(N)c2C1(C)C	13%	3%	-7%	-2%	2%	-1%	-1%	10%
CCc1ccccc1NC(=S)N(CCN(C)C)C(C)c1ccccn1 (stereo unspecified)	22%	1%	0%	1%	-3%	-3%	2%	-2%
CCn1cc(S(=O)(=O)c2ccc(C)cc2)c(=O)c2cc(F)c(N3CCCCCC3)cc21	.	7%	.	.	4%	1%	.	12%[76.3 µM]

Twelve entries from above, as a markdown table.
| molecule | HTT ATP protect | Tau FP inhib | aGal spleen mod | GAA spleen mod | Tau fluor counter | Tau fibril ThT | GAA inhib | GAA glycogen |
| --- | --- | --- | --- | --- | --- | --- | --- | --- |
| CCOc1ccc(Cn2c(=O)sc3ccccc32)cc1OC | 2%[10 µM] | 1% | ? | -2% | -12% | . | . | 0% |
| CCc1cc2cccc(C)c2nc1SCC(=O)Nc1cc(C)on1 | -10%[10 µM] | -16% | -3% | 1% | -19% | -11% | -14% | 1% |
| Cc1ccc(/C=C2\NC(=S)NC2=O)cc1[N+](=O)[O-] | . | 0% | -4% | 7% | -10% | ? | 5% | -11% |
| COc1cccc([C@@H]2Oc3ccc(Br)cc3C(=O)[C@H]2OC(=O)NS(=O)(=O)c2ccc(C)cc2)c1 | -37%[inhibitor] | 8% | -6% | -7% | -7% | -6% | . | . |
| Cn1c(CC(=O)Nc2ccc(Cl)c(Cl)c2)nnc1SCC(=O)N1CCN(c2ccccc2)CC1 | -36% | 1% | -1% | -2% | ? | -21% | -13% | 2% |
| COc1ccc(OC)c(C(C)NC(=O)c2ccco2)c1 (stereo unspecified) | -16%[10 µM] | -2% | 8% | 6% | -6% | -8% | -2% | 2% |
| COc1ccc(C(=O)CSc2nc3ccccc3n2CC(=O)c2ccccc2)cc1 | -10% | -5% | -11% | 2% | ? | ? | -1% | -10% |
| COCCN(C(=O)C(C)C)c1nnc(-c2cccc(C)c2)s1 | -15%[10 µM] | 6% | 4% | 0% | 4% | 0% | -13% | -1% |
| O=C(Nc1ccc2oc(-c3cccnc3)nc2c1)c1ccc(Br)o1 | -9% | -6% | -3% | -3% | -13% | ? | 1% | 1% |
| C=CCOc1ccc2nnc(C)n2n1 | . | 0% | -2% | 0% | 10% | 8% | 2% | -4% |
| CC(=O)C1=C(O)CC(C)(C)CC1=NCCc1nc2ccccc2[nH]1 | -12% | ? | -2% | 2% | 5% | 5% | 5% | -9% |
| CC(=O)ON1C(C)(C)Cc2noc(N)c2C1(C)C | 13% | 3% | -7% | -2% | 2% | -1% | -1% | 10% |

Compounds as they come; 3.3% or so of the library scored in one or more.
